Source: PubChem BioAssay
EWS-Fli block: EWS/Fli-driven NR0B1 reporter inhibitors, primary screen, A673 cells, NR0B1 luciferase, luminescence, MLPCN library; hit rate 0.67% among 350,000; AID 651661, 2012; inhibition, % at 12.6 µM; viability-normalised;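 active = mean inhibition of at least 50% after viability correction, with every replicate also passing that limit; inconclusive = mean reaches 50% but only one of two replicates passes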;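 note: firefly luciferase signal divided by Alamar Blue viability fluorescence both relative to DMSO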
S100A4 inh HTS: inhibitors of S100A4-myosin IIA peptide binding, primary screen, biochemical, fluorescence polarization, TAMRA-MyoIIA peptide; Protein S100-A4 (Homo sapiens), P26447; inhibition, % at 10.7 µM; hit rate 0.14% among 360,000; AID 652163, 2013;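 active = mean inhibition of at least 70% across replicates, with every replicate also reaching that level; inconclusive = mean inhibition reaches 70% but some replicates fall short; inactive = mean inhibition below 70%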
Target sequence (P26447 whole entry, looked up): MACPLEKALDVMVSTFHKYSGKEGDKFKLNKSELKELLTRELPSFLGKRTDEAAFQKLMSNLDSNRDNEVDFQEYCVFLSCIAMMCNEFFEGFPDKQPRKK
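Material: S100A4 monomer protein | Medium: HEPES pH 7.2 with CaCl2, KCl, NaCl, DTT, Triton | Reagent: Labelled myosin peptide probe, 5 nM | Doses: One dose per compound | Times: 5 min incubation before reading | Benchmarks: Neutral control DMSO, positive control TFP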
ERAP1 inh: human ERAP1 aminopeptidase inhibitors, primary screen, biochemical, single point, plate reader; Endoplasmic reticulum aminopeptidase 1 (Homo sapiens), Q9NZ08; recombinant ERAP1, Leu-AMC fluorescence, 60 min; inhibition, % at 10.7 µM; hit rate 0.15% among 340,000;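 active = mean replicate inhibition of at least 30%, or all replicates individually reaching that 30% level; inactive = mean below 30% and not every replicate reaching it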;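 note: 0% = neutral control wells and 100% = L-leucinethiol positive control wells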
Target sequence (Q9NZ08 whole entry, looked up): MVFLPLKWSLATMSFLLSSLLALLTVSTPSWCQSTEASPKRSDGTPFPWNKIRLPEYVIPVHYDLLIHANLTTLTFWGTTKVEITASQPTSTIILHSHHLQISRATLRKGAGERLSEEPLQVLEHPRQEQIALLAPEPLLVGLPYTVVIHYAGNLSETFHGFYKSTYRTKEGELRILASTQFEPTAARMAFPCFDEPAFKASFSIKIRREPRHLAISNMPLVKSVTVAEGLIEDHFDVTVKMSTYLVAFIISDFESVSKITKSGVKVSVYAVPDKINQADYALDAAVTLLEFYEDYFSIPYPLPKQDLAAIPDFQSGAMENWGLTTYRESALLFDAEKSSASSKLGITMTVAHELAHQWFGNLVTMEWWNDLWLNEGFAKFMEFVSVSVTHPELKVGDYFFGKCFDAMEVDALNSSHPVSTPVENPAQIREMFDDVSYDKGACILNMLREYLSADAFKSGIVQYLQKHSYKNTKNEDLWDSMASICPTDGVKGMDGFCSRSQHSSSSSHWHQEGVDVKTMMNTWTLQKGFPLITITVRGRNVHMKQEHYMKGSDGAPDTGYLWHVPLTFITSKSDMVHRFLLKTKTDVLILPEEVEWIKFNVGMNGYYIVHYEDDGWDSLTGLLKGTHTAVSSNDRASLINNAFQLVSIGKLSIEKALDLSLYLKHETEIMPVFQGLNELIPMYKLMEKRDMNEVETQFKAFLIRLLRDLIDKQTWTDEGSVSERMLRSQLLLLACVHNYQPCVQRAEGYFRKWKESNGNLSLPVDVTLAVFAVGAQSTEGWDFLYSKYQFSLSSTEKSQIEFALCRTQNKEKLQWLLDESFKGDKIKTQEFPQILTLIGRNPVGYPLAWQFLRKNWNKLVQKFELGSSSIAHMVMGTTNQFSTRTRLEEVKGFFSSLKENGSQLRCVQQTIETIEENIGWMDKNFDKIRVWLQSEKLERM
PGC1a acetyl inh: inhibitors of PGC1a acetylation signal, primary screen, cell-based, U2OS, AlphaScreen, inhibitor mode | AlphaScreen anti-acetyl-lysine; with virally co-expressed GCN5 acetyltransferase | AID 651687, 2012 | hit rate 0.17% among 350,000 | inhibition, % at 15.6 µM;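 active = every replicate shows inhibition of at least 40%; inconclusive = mean inhibition at least 40% but some replicate below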;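 note: 0% = neutral control wells and 100% = positive control wells; some results beyond the cut were filed as inactive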
PAX8 inh HTS: inhibitors of PAX8-driven TPO luciferase reporter, primary screen, RMG-I cells, single concentration; inhibition, % at 12.6 µM; SteadyGlo, 24 h; hit rate 1.2% among 360,000; AID 652154, 2013;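 active = mean replicate inhibition at least 60% with every replicate also reaching 60%; inconclusive = only one of the two criteria is met; inactive = mean below 60% and not all replicates reaching 60%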;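 note: luciferase light reporting Pax8 driven TPO promoter activity; plate controls were median of neutral control wells for no effect and mitoxantrone controls for full effect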
PglD DTNB: C. jejuni PglD acetyltransferase inhibitors, primary screen, biochemical, DTNB colorimetric, single point; UDP-N-acetylbacillosamine N-acetyltransferase PglD (Campylobacter jejuni); purified PglD enzyme, DTNB colorimetric CoA detection; inhibition, % at 12.5 µM; hit rate 0.098% among 360,000; AID 602405, 2012; in the data active = inhibition above about 16%, passing the limit was not always enough; inconclusive = no clear call, values can overlap the other calls; note: strong numbers were not always called active
LGR2 inh: inhibitors of bursicon-induced LGR2 CRE-luciferase signal, primary screen, cell-based, HEK293, CRE-luciferase reporter, bursicon stimulation; Drosophila bursicon receptor LGR2 (rickets); bursicon-stimulated, 4 h; inhibition, % at 9.99 µM; hit rate 0.35% among 380,000;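 active = drop in luminescence signal, shown as inhibition above about 50% in the replicate tests, limit read from the data, passing the limit was not always enough; inconclusive = probably only some replicates passing the limit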;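 note: agonist challenge used bursicon conditioned medium at about half maximal strength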
FN deposit inh: inhibitors of fibronectin matrix deposition, primary screen, AH1F cells, Alexa488-fibronectin fluorescence, plate reader; hit rate 0.086% among 350,000; inhibition, % at 12.6 µM; AH1F fibroblasts, overnight;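 active = mean inhibition across replicates of 30% or more, regardless of how many single replicates reach that level; inconclusive = mean under 30% yet at least half of replicates reach 30%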;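 note: positive control wells lacked labelled fibronectin entirely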
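Material: AH1F fibroblast monolayer depositing Alexa488-labelled fibronectin into matrix | Input: 10000 AH1F cells/well | Medium: DMEM plus 2% serum, read in PBS | Reagent: Alexa488-fibronectin, 24 nM final in well | Compound dosing: One dose per compound, pinned | Schedule: 1 h adhesion, overnight exposure | Measured by: Fluorescence at 485 nm excitation, 525 nm emission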
* = called active by the depositor; ? = inconclusive; / = no result given. These rows are one share of the data (hit frequency here may not be typical).

# | structure | PglD DTNB | LGR2 inh | EWS-Fli block | FN deposit inh | PAX8 inh HTS | PGC1a acetyl inh | ERAP1 inh | S100A4 inh HTS
1 | O=C(O)c1cc(Oc2ccc(C(F)(F)F)cc2Cl)ccc1[N+](=O)[O-] | 0 | 10 | -1 | 3 | -13 | -1 | -2 | 3
2 | OC1/C(=C/c2ccc(F)cc2)N2CCC1CC2 (stereo not given) | / | / | -22 | -4 | -28 | 5 | -3 | 6
3 | C[C@]12CC[C@H]3C(CCC4(O)CC(O)CC[C@]34C=O)C1=CC[C@H]2c1ccc(=O)oc1 (stereo not given in full) | 10 | 1 | 22 | 1 | -38 | -4 | -2 | 2
4 | CCOc1ccccc1CNCCc1ccc2c(c1)OCO2 | 3 | -13 | 15 | -4 | 20 | ? | -2 | -4
5 | CCC(c1ccc(C)cc1)N1C(=O)C2C3CCC(O3)C2C1=O (stereo not given) | -6 | -9 | 1 | 5 | 10 | 2 | 2 | -11
6 | Cc1ccsc1C(=O)C1CCCN(Cc2cnn(C(C)C)c2)C1 (stereo not given) | -5 | -16 | 6 | -4 | -21 | / | -2 | 5
7 | CC(C)(Cl)[N+](=O)[O-] | -1 | 13 | 0 | / | / | -18 | -5 | -12
8 | CN1CCN2c3ccccc3CC3(C(=O)N(C)C(=O)N(C)C3=O)C2C1 (stereo not given) | / | 6 | -13 | -8 | -4 | / | -1 | -6
9 | O=C(Cn1nc(-c2ccc(Cl)cc2)ccc1=O)N1CCC2(CC1)OCCO2 | 1 | 7 | 7 | 1 | 4 | -5 | / | -3
10 | CCN1CCN(C(c2cccs2)C(C)NC(=O)Oc2ccccc2)CC1 (stereo not given) | 0 | 10 | -4 | 3 | 1 | -4 | -8 | -2
11 | CN(C)c1ccc(C=C(C#N)C#N)cc1 | 5 | 6 | / | 6 | 3 | / | / | /
12 | COc1ccc(N=Cc2c(O)n(C)c(=O)n(C)c2=O)cc1 | -1 | -14 | -14 | 2 | -8 | 1 | 4 | 0
13 | c1ccc(CN2CCc3nc4ccccc4cc3C2)cc1 | 1 | -49 | -78 | 1 | -102 | / | 0 | 1
14 | CS(=O)(=O)NCc1nnc2n1-c1ccc(Cl)cc1C(c1ccccc1)=NC2 | 4 | -4 | / | -8 | 9 | / | / | /
15 | C/C(=N\N=C(N)N)c1ccccc1 | -7 | -6 | -11 | 11 | -7 | 3 | -4 | -2
16 | CC(C)c1ccc(-n2c(O)c(/C=N/NC(=O)c3ccccc3O)c(=O)[nH]c2=S)cc1 | -4 | -1 | 0 | 4 | -10 | -6 | / | -5
17 | COC(=O)CNC(=O)c1cn(CCC#N)nc1-c1ccc(F)cc1 | / | 5 | -3 | 0 | 5 | 3 | 2 | 58
18 | N#CC(C#N)=C(C#N)c1ccc(Nc2ccccc2)cc1 | -7 | -1 | 7 | 5 | -2 | -11 | 0 | -12
19 | COC(=O)C1=C(c2ccc(F)cc2OCc2ccccc2)C[C@@H]2CC[C@H]1N2C(=O)NCCOc1ccccc1Cl | 0 | 17 | 3 | -2 | 36 | -16 | -3 | 0
20 | Cc1nc2ccccc2c(=O)n1-c1ccc(Br)cn1 | 2 | -30 | -33 | 13 | -29 | 2 | / | -11
21 | C/C=C1/CN2C3CC1C(CO)(C(=O)OC)C2Cc1c3n(C)c2ccccc12 (stereo not given) | 1 | 0 | 8 | / | / | 5 | -3 | -4
22 | CCOC(=O)[C@]12Cc3cc(Cl)ccc3[C@H]1N(C)C(=O)c1cc(OC)ccc12 | / | ? | 16 | 9 | 8 | / | / | 3
23 | COC(=O)C1=C(c2c(C)noc2C)C[C@@H]2CC[C@H]1N2C(=O)NCc1ccco1 | -5 | -1 | -6 | 4 | 11 | 7 | / | -2
24 | COC(=O)C1=C(c2ccc(F)cc2OCc2ccccc2)C[C@@H]2CC[C@H]1N2C(=O)NCCOc1ccccc1 | -4 | 18 | 4 | 2 | 18 | 4 | -3 | -7
25 | Cc1c(NC(NC(=O)CF)C(Cl)(Cl)Cl)c(=O)n(-c2ccccc2)n1C (stereo not given) | -1 | 14 | 5 | -1 | 3 | 35 | 1 | 1
26 | OCC[n+]1c2ccccc2nc2ccc(N3CCOCC3)cc21 | -3 | / | -7 | -3 | 5 | -5 | 1 | 2
27 | CCCC(=O)OCC[N+](C)(C)C | -3 | -21 | -6 | -11 | -18 | -4 | -2 | -1
28 | COc1ccc(N2C(=O)NC(=O)C(CCc3ccncc3)(CCc3ccncc3)C2=O)cc1 | -1 | -11 | / | -3 | / | 1 | / | /
29 | C=CCn1c(O)c(C(C)=NCCCN(C)C)c(=O)[nH]c1=O | / | -1 | -11 | 5 | -13 | / | / | -7
30 | COc1ccc(-[n+]2c(-c3ccccc3)cc(-c3ccc(C)cc3)cc2-c2ccccc2)cc1 | 7 | 28 | 41 | -1 | 106* | / | 23 | -13
31 | O=C(c1cccnc1)N1Cc2ccccc2-n2nncc2C1 | / | 10 | -6 | 2 | -9 | 21 | -2 | 0
32 | COc1ccccc1OP(=O)(Nc1ccc(Br)cc1)Oc1ccccc1OC | -2 | 9 | -3 | -3 | 35 | 3 | 0 | -5
33 | CC(=O)OC1C2CCC1C(N1CCCCC1)CC2 (stereo not given) | -7 | -61 | 4 | / | -4 | 5 | -3 | 2
34 | CCOP(=S)(OCC)SCCSCC | 4 | 5 | 0 | / | / | -13 | -1 | 1
35 | c1ccc(CNC2CCCCCCC2)cc1 (tested in a mixture with another compound) | / | 3 | -3 | 2 | / | / | 5 | 1
36 | O=C(Nc1ccccc1)N1CCC2(CC1)OCCO2 | 0 | 16 | -7 | 1 | -20 | / | -2 | -3
37 | COc1ccc(C(=O)C2CCCN(C3CSCCSC3)C2)cc1OC (stereo not given) | / | -4 | -3 | / | 11 | / | -2 | -5
38 | CCOP(=O)(OCC)C(O)c1ccc2c(c1)OCO2 (stereo not given) | / | / | -2 | -2 | -28 | -6 | 1 | -3
39 | Cc1cc(O)c2c3c(c(=O)oc2c1)CCC(C)C3 (stereo not given) | -2 | 0 | 11 | 5 | -23 | -5 | -3 | 0
40 | CC12CN3CCN(C1)CC(C)(C3)C2=NN | / | 5 | -6 | -5 | 15 | / | -1 | -17
41 | CCOc1ccc(-c2c(C)n(-c3ccc(OCC)cc3)c3[n+]2CCCCC3)cc1 | / | 47 | 49 | 0 | 87* | -18 | / | -1
42 | CCc1ccc(N2C(=O)CC(=O)NC2=O)cc1 | 5 | 4 | -1 | -1 | -17 | 6 | 0 | 8
43 | COc1ccc(-n2c(CNCCc3ccc(C)cc3)nc3ccccc3c2=O)cc1 | -2 | -3 | -5 | 1 | 1 | 1 | 0 | -6
44 | Cc1ccccc1C(=O)NC(Oc1ccccc1)C(Cl)(Cl)Cl (stereo not given) | -7 | -15 | / | -2 | -5 | -8 | / | /
45 | O=S(=O)(c1cc(Cl)cc(Cl)c1)N1Cc2cc(-c3cccc(F)c3)ccc2-n2nncc2C1 | -6 | -2 | -3 | -2 | -12 | 1 | -2 | -5
46 | c1ccc2sc(N3CCNCC3)nc2c1 | 54* | -21 | 8 | / | -7 | 10 | 0 | -6
47 | CC(C)(C)NS(=O)(=O)c1ccc(OCC(=O)N2CCN(Cc3ccccc3)CC2)cc1 | / | -4 | 5 | -1 | -4 | 12 | 0 | -2
48 | Cc1cccc(-n2c(O)c(C=NC34CN5CN(CN(C5)C3)C4)c(=O)[nH]c2=O)c1 | 2 | -9 | -3 | -6 | -10 | / | 9 | 9
49 | O=[N+]([O-])c1ccc(N2CCCCCC2)c2nonc12 | -4 | -19 | -29 | -12 | -17 | / | 6 | ?
50 | O=c1c2ccccc2nc(Cc2ccccc2)n1-c1cccc(O)c1 | 1 | -20 | -3 | -12 | -7 | -16 | 1 | -2

The results go on:
# | structure | PglD DTNB | LGR2 inh | EWS-Fli block | FN deposit inh | PAX8 inh HTS | PGC1a acetyl inh | ERAP1 inh | S100A4 inh HTS
51 | CCCCC(=O)N/N=C/c1c(O)n(CCCC)c(=S)[nH]c1=O | 0 | 13 | -57 | -4 | 13 | -1 | / | -2
52 | COC(=O)C1=C(c2ccccc2OCc2ccccc2)C[C@@H]2CC[C@H]1N2C(=O)NCc1ccc(C(F)(F)F)cc1 | 2 | 33 | -6 | 1 | -2 | 0 | 2 | -3
53 | CCC(=O)OC1(Cc2ccc(CC)cc2)CC(C)N(C)CC1C (stereo not given) | / | 10 | 14 | 5 | 4 | / | / | -11
54 | COC(=O)C(O)(c1ccc(N(C)C(=O)OC(C)C)cc1)C(F)(F)F (stereo not given) | 0 | 4 | -14 | / | / | -9 | -5 | -3
55 | C1CCC2CCCCC2C1 (stereo not given) | 5 | -4 | -5 | / | / | -6 | -2 | -1
56 | CC(=O)c1ccc2c(c1)C1C(Cl)C(Sc3ccccc3[N+](=O)[O-])CC1C(c1ccccc1[N+](=O)[O-])N2 (stereo not given) | 4 | / | / | -6 | 63* | -13 | / | /
57 | NC1CCc2cc(O)c(O)cc2C1 (stereo not given) | 0 | -6 | 6 | -2 | 15 | -4 | 4 | -2
58 | CCOP(=O)(OCC)C(O)c1ccccc1 (stereo not given) | 3 | -16 | 3 | -21 | -9 | / | -2 | -3
59 | O=C1C(Cl)=CC(=Nc2ccc(O)cc2)C=C1Cl | -6 | 5 | 20 | -28 | -1 | 3 | 4 | -2
60 | CC(C)CCNC(=O)c1cc(C(=O)c2cc(Br)ccc2O)cn(CCC(C)C)c1=O | -10 | 4 | 25 | 8 | 18 | 8 | 2 | -7
61 | CCN(CCCl)c1cc(CN(C)C)cc(NC(=O)c2ccc(C(=O)Nc3cc(CN(C)C)cc(N(CC)CCCl)c3)cc2)c1 | / | 95* | 60* | 5 | 108* | -4 | 49* | -3
62 | CCCCCCC(=O)N/N=C/c1c(O)n(C(C)CC)c(=S)[nH]c1=O (stereo not given) | -4 | 9 | 31 | -7 | 15 | -6 | / | -13
63 | CCCC12CN3CCN(C1)CC(CCC)(C3)C2=O | 3 | -16 | -4 | -1 | -3 | -9 | 0 | 11
64 | c1ccc(CC2CCCCN2)cc1 (stereo not given) | 6 | 10 | 8 | 4 | 12 | -6 | 1 | 0
